M4 PAM – human M4 muscarinic receptor positive allosteric modulators, primary screen, CHO-K1 cells, Fluo-8 calcium fluorescence | Muscarinic acetylcholine receptor M4 (Homo sapiens), P08173 | CHO-K1 hM4/Gqi5, ACh EC20; 0% = ACh EC20, 100% = maximal ACh | activation, % at 3 µM | 360,000 compounds, 0.4% hits;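 active means activation above its plate's cutoff, the mean activation of sample wells plus 3 SD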; further: some results filed as inactive read as strong as hits
CHRM4 antagonist – human M4 muscarinic receptor antagonists, primary screen, CHO cells, Fluo-8 calcium fluorescence; CHO-hM4 cells, ACh EC80; inhibition, % at 3 µM; 360,000 compounds, 0.73% hits; AID 624125, 2012;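 active means inhibition above its plate's cutoff, the mean inhibition of sample wells plus 3 SD, cut at about 27% in these data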;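 further: 0% = acetylcholine EC80 with DMSO and 100% = DMSO without agonist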
CRFR2-BP ag – agonists of CRF-BP/CRF-R2 complex, primary screen, cell-based, HEK293, calcium dye fluorescence, uHTS; 350,000 compounds, 0.46% hits; AID 588473, 2011; activation, % at 13.2 µM; calcium dye fluorescence (FLIPR); percent of saturating CRF peptide response;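 active means activation of at least 50%, plus an integration ratio under a set limit after plate pattern correction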;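 further: plate controls were neutral control wells without compound for no effect and CRF at EC100 for full effect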
M1 antag – human M1 muscarinic receptor antagonists, primary screen, CHO-K1 cells, Fluo-8 calcium fluorescence, 1536-well; AID 588852, 2011; CHO-K1 hM1, ACh EC80 antagonist; Muscarinic acetylcholine receptor M1 (Homo sapiens), P11229; inhibition, % at 3 µM; 360,000 compounds, 1.3% hits;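 active means percent inhibition above its own plate's cutoff, namely the mean of that plate's compound wells plus 3 SD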;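 further: peak over basal fluorescence ratio during 140 s after agonist addition; 0% = ACh EC80 plus DMSO and 100% = DMSO alone without agonist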
Target sequence (P11229 whole entry, looked up): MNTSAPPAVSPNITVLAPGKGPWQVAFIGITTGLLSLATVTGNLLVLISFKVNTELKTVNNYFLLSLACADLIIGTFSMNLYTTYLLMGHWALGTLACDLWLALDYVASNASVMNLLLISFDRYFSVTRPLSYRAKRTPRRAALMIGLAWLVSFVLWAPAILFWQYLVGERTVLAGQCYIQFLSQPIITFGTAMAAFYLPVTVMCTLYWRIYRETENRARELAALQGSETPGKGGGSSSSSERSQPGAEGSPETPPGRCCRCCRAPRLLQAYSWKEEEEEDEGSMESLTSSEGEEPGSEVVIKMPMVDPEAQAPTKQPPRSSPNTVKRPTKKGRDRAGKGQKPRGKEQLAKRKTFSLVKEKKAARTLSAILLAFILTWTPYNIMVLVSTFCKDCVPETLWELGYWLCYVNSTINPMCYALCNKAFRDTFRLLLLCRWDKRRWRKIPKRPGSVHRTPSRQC
CHRM5 agonist – human M5 muscarinic receptor agonists, primary screen, CHO-K1 cells, Fluo-8 calcium fluorescence; Muscarinic acetylcholine receptor M5 (Homo sapiens), P08912; CHO-K1 hM5 cells; 0% DMSO wells, 100% maximal acetylcholine response; activation, % at 3 µM; 360,000 compounds, 0.19% hits; AID 624037, 2012;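 active means activation above the run's mean over test compounds plus 3 SD, cut at about 23% in these data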;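 further: signal is peak over basal fluorescence ratio across the kinetic read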
Target sequence (P08912 whole entry, looked up): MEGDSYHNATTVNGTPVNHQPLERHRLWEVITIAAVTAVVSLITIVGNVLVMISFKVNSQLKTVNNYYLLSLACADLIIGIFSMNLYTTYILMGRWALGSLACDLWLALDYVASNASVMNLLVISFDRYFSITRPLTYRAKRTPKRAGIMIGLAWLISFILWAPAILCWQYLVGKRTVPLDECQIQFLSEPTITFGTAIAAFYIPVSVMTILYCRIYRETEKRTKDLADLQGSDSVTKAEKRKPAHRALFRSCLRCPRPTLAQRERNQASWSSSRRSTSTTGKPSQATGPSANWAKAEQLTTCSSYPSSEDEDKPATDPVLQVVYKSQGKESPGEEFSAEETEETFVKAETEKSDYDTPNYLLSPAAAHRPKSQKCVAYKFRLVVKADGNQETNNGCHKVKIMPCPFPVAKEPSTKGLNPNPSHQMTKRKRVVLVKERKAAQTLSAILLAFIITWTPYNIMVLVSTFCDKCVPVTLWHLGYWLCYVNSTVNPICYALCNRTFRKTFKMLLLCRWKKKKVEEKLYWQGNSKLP
CHRM1 PAM – human M1 muscarinic receptor positive allosteric modulators, primary screen, CHO-K1 cells, Fluo-8 calcium fluorescence, 1536-well; Muscarinic acetylcholine receptor M1 (Homo sapiens), P11229; activation, % at 3 µM; AID 588819, 2011; CHO-K1 hM1, ACh EC20; 0% = ACh EC20, 100% = maximal ACh; 360,000 compounds, 0.088% hits; in the data active means activation above about 19%, passing the limit was not always enough
M5 PAM – human M5 muscarinic receptor positive allosteric modulators, primary screen, CHO-K1 cells, Fluo-8 calcium fluorescence; CHO-K1 hM5, ACh EC20 PAM; 0% = ACh EC20, 100% = ACh EC100; AID 624038, 2012; 360,000 compounds, 0.3% hits; activation, % at 3 µM; Muscarinic acetylcholine receptor M5 (Homo sapiens), P08912;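 active means activation above the run cutoff, the mean activation of all test compounds plus 3 SD, cut at about 18% in these data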
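system = human M5 receptor in CHO-K1 cells | compound = one concentration, 3 µM final (nominal) | schedule = Post-acetylcholine fluorescence recording 140 s | signal = Fluo-8 calcium dye fluorescence, kinetic read | benchmarks = low control EC20 acetylcholine (0%), high control EC100 acetylcholine (100%) | repeats = singlicate, one well per test compound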
M4 ag – human M4 muscarinic receptor agonists, primary screen, CHO-K1 cells, Fluo-8 calcium fluorescence. CHO-K1 hM4/Gqi5; vehicle 0%, full acetylcholine response 100%. activation, % at 3 µM. 360,000 compounds, 0.14% hits. AID 624127, 2012;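 active means activation above the run mean over all test wells plus 3 SD, cut at about 32% in these data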;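 further: peak over basal fluorescence ratio per well then scaled between controls; 0% = DMSO wells and 100% = acetylcholine at EC100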
M5 antag – human M5 muscarinic receptor antagonists, primary screen, CHO cells, Fluo-8 calcium fluorescence; AID 624040, 2012; inhibition, % at 3 µM; Muscarinic acetylcholine receptor M5 (Homo sapiens), P08912; 360,000 compounds, 0.59% hits; CHO-hM5 cells, ACh EC80;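 active means inhibition above a per-plate cutoff, the mean of that plate's test compounds plus 3 SD, cut at about 27% in these data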;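 further: 0% = acetylcholine EC80 with DMSO and 100% = DMSO without agonist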
* marks the source's active call; other numbers are inactive results; . = not tested or not shown.

Start of the data: the first 3 compounds, to show the layout:
M4 PAM	CHRM4 antagonist	CRFR2-BP ag	M1 antag	CHRM5 agonist	CHRM1 PAM	M5 PAM	M4 ag	M5 antag	SMILES
-3	-4	-1.9	-4	-6	3	-2	1	-3	O=C(CCCc1cccs1)NCCc1c[nH]c2ccccc12
-7	6	1.8	-5	-2	-3	-3	1	-5	O=C(Nc1nnc(C2CC2)s1)c1cc(-c2ccccc2)nn1-c1ccccc1
-1	-21	4.9	-18	-6	10	7	5	3	CCOC(=O)C1CCCN(C2=NC(=O)/C(=C/c3ccc(O)c(OC)c3)S2)C1 (stereo unspecified)

The list itself, repeating the preview:
M4 PAM	CHRM4 antagonist	CRFR2-BP ag	M1 antag	CHRM5 agonist	CHRM1 PAM	M5 PAM	M4 ag	M5 antag	SMILES
-3	-4	-1.9	-4	-6	3	-2	1	-3	O=C(CCCc1cccs1)NCCc1c[nH]c2ccccc12
-7	6	1.8	-5	-2	-3	-3	1	-5	O=C(Nc1nnc(C2CC2)s1)c1cc(-c2ccccc2)nn1-c1ccccc1
-1	-21	4.9	-18	-6	10	7	5	3	CCOC(=O)C1CCCN(C2=NC(=O)/C(=C/c3ccc(O)c(OC)c3)S2)C1 (stereo unspecified)
-3	3	-2.7	2	-8	-1	-8	6	-4	COc1ccc(C(=O)CSc2nnc(CNc3ccc(C)cc3C)o2)cc1
15	-16	-0.5	-11	-1	9	0	1	8	O=C(CN1C(=O)NC2(CCCC2)C1=O)Nc1nc2ccccc2s1
3	7	-2.5	-17	-10	12	10	0	-1	CC(C)OC(=O)C(NC(=O)c1ccccc1)=C1CCCCC1
5	9	-2.7	-12	0	7	4	-1	0	O=S(=O)(c1cnc(Cl)c(Br)c1)N1CCCCCC1
-9	-3	0.8	6	2	4	-2	0	3	COc1cc(/C=C2/SC(=O)NC2=O)ccc1Oc1ccc([N+](=O)[O-])cc1[N+](=O)[O-]
-4	3	-1.1	-2	8	13	3	0	2	CCOC(=O)C1=C(C)N=c2s/c(=C/c3ccc(OCC(=O)O)cc3)c(=O)n2C1c1cc(OC)c(OC)c(OC)c1 (stereo unspecified)
24*	3	0.8	-5	-1	7	6	0	13	CCNC(=O)CCSc1nnc(-c2ccncc2)o1
-1	0	0.0	6	-3	-1	-8	0	24	CC(C)=CCC/C(C)=C/CC/C(C)=C/COc1ccc2ccc(=O)oc2c1
0	-2	-0.5	-3	5	5	-1	0	-2	COc1ccc(N(CC(=O)N2CCOCC2)S(C)(=O)=O)cc1OC
5	-1	0.0	1	3	4	7	0	7	CCCCn1c(N)c(N(CC)C(=O)C2CCCC2)c(=O)[nH]c1=O
14	-9	-8.0	-10	2	3	5	2	-1	Cc1cc2c(cc1C)C(=O)C(Br)=C(N)C2=O
3	3	-1.1	-4	0	6	-1	0	-7	COc1ccc(NC(=O)Cn2cccc2)c(OC)c1
-10	7	-1.1	14	1	-5	-7	7	20	CC(=O)c1cccc(NC(=O)C2=CC(c3ccc4c(c3)OCO4)=NS(=O)(=O)N2C)c1
-4	3	1.0	-5	-4	3	-2	0	8	CCN(CC)S(=O)(=O)c1ccc(-c2cc(C(=O)OC)sc2C(F)(F)F)cc1
-3	5	-1.6	-12	-7	6	0	0	1	O=C(NCc1ccccc1)C1(CC2CC(c3ccccc3)=NO2)CCNCC1 (stereo unspecified)
-1	-3	-1.8	0	2	5	0	1	9	CC1(COS(N)(=O)=O)CCCCC1
5	-8	-0.3	0	-5	7	-1	1	-2	CCN(CC(=O)N1CCC(C(N)=O)CC1)S(=O)(=O)c1ccc(Cl)cc1
0	8	0.8	-14	-2	8	-2	-1	5	Cc1cc(-c2nnc(SCC(=O)Nc3ccccc3C)n2N)n[nH]1
-9	3	-1.0	-13	-2	9	-4	5	1	O=C1C[C@H]2[C@H](CO)[C@@H](OC(=O)c3ccc(-c4ccccc4)cc3)C[C@H]2O1
4	11	-3.6	0	-3	0	-2	0	-2	COC(=O)C1=C(C(=O)OC)C(c2cc(Cl)ccc2O)c2sc(=O)[nH]c2S1 (stereo unspecified)
2	-5	-1.9	-2	-2	-1	1	0	4	Cn1c(=O)c(=O)n(C)c2cc(S(=O)(=O)N3CCCC3C(=O)Nc3ccccc3F)ccc21 (stereo unspecified)
4	11	-2.6	11	0	-4	-1	1	-1	COc1ccc(NC(=O)c2ccco2)c(NC(=O)Cc2cccs2)c1
0	-6	0.2	-11	4	12	4	1	-6	CCOC(=O)c1c(C)[nH]c(C(=O)COC(=O)c2cnccn2)c1C
-2	6	-1.1	3	0	-1	0	2	0	O=C1Cc2ccccc2N1c1c(Cl)cccc1Cl
2	-2	0.3	-5	-3	3	-2	3	-4	COc1cccc(NC(=O)CCC2CCN(C(=O)c3ccc(C(C)=O)s3)CC2)c1
-11	-4	-2.1	-1	1	6	5	1	3	COc1cccc2c(=O)cc(C)n(CC(=O)Nc3ccc(Br)cc3)c12
1	-4	2.0	-6	-1	-1	-9	7	1	COc1ccc(CN2CCn3ncc(C(=O)Nc4cccc(C)c4)c3C2=O)cc1
10	-7	0.5	-8	-6	9	5	1	-5	O=[N+]([O-])c1cc(C(F)(F)F)ccc1Oc1cccnc1[N+](=O)[O-]
9	-7	-2.7	-6	-9	8	-8	3	-19	O=C(COc1ccc(Br)cc1)N1CCC(c2ccccc2)C1 (stereo unspecified)
9	-5	0.2	-7	4	7	1	1	12	Clc1cccc(-c2nc(-c3ccc(-c4nn[nH]n4)cc3)no2)c1
3	-2	-0.7	-2	1	4	3	1	3	Cc1ccc(C(=O)N2CCCC(c3nc4c(nnn4Cc4ccccc4)c(=O)[nH]3)C2)cc1 (stereo unspecified)
2	-8	0.3	1	-2	0	1	1	5	Cc1ccc(CNC(=O)COC(=O)CCCOc2ccc(Cl)cc2Cl)cc1
-3	5	-2.2	7	0	0	5	5	-2	CC(=O)Nc1ccc(SCCCC(=O)c2ccccc2)cc1
7	-2	-2.0	-18	-3	11	1	0	4	Cn1c(N2CCOCC2)nc(-c2ccccc2)c1-c1ccccc1
7	-9	-0.8	-8	3	10	4	1	-9	Cc1ccc(S(=O)(=O)N2CCN(S(=O)(=O)N3CCCCCC3)CC2)cc1
9	-7	-1.1	4	-2	1	4	1	8	CCSc1ccc2nnc(-c3cccs3)n2n1
0	-14	.	.	1	.	-12	1	7	COC(=O)C[C@@H]1C=C[C@@H](NC(C)=O)[C@@H](CO)O1
7	3	-1.8	-8	-1	7	1	1	0	Cc1ccccc1C(O)c1ccncc1 (stereo unspecified)
-7	8	-1.6	-2	2	3	-6	0	6	Cc1cc(C)cc(N(C(=O)c2sc(C)nc2C)C(C(=O)NC(C)(C)C)c2ccncc2)c1 (stereo unspecified)
-1	2	-1.0	-7	-8	2	4	2	7	CCN(C(=O)COC(=O)/C=C/c1cccc([N+](=O)[O-])c1)c1ccccc1
2	-1	-0.9	4	2	-3	-1	1	-2	Cc1cc(C)c(NC(=O)/C=C\C(=O)O)c(Cl)c1
-7	12	-0.3	-7	-4	2	4	1	1	CNCCCOc1ccc(C)cc1Br
-4	-1	-3.4	4	-1	-5	-12	10	3	N#CCCn1c(SCC(=O)c2c[nH]c3ccccc23)nc2ccccc21
-8	-1	2.9	-11	-7	5	-5	2	3	CCCCN(C)C(=S)Nc1ccc2nc3n(c(=O)c2c1)CCCCC3
-2	-7	-1.3	-21	-2	20	1	2	10	Cc1ccc(S(=O)(=O)N(C)C)cc1NC(=O)C1Cc2ccccc2CN1C(=O)c1ccco1 (stereo unspecified)
1	-5	2.7	-5	1	7	-5	3	14	O=C(OCC(=O)N1CCN(c2ccccc2)CC1)c1ccc(Cl)cc1[N+](=O)[O-]
-9	13	0.2	10	2	-8	-17	8	18	Cc1cccc(-c2cc(C(=O)NCc3ccccn3)c3ccccc3n2)c1
-8	4	.	-3	-1	0	-1	2	0	COc1ccc(Cc2c(C(C)(C)C)nc3c(C)cc(Br)cn23)c(C)c1
5	-16	-3.8	-13	2	14	-1	0	3	Nc1nc(N)nc(-c2cccc(Br)c2)n1
0	0	-0.4	1	1	10	-4	2	8	O=C(c1cccc(S(=O)(=O)N2CCOCC2)c1)N1CCN(c2ncccn2)CC1
19	6	-2.0	-11	-2	7	5	1	-1	COc1cc(NC(=O)c2cccs2)cc(OC)c1
9	0	-1.7	-8	0	4	3	2	0	COc1ccc(N(CCC#N)C(=O)/C(C#N)=C/c2cccs2)cc1
-11	38*	-1.5	-3	3	-4	0	5	5	COc1ccc(/C=N/OCC(=O)Nc2ccc3c(c2)OCO3)c(OC)c1
-13	-8	2.0	10	6	-14	-15	17	4	O=C(Nc1cccc(S(=O)(=O)C(F)F)c1)c1ccc(Cl)c(S(=O)(=O)N2CCOCC2)c1

Given with values under each structure: two of the compounds above
Order of results: M4 PAM, CHRM4 antagonist, CRFR2-BP ag, M1 antag, CHRM5 agonist, CHRM1 PAM, M5 PAM, M4 ag, M5 antag
- COc1ccc(N(CCC#N)C(=O)/C(C#N)=C/c2cccs2)cc1
→ 9, 0, -1.7, -8, 0, 4, 3, 2, 0
- COc1ccc(/C=N/OCC(=O)Nc2ccc3c(c2)OCO3)c(OC)c1
→ -11, 38*, -1.5, -3, 3, -4, 0, 5, 5

Gathered by group, the compounds so far with a nitro group on carbon.
M4 PAM	CHRM4 antagonist	CRFR2-BP ag	M1 antag	CHRM5 agonist	CHRM1 PAM	M5 PAM	M4 ag	M5 antag	SMILES
-9	-3	0.8	6	2	4	-2	0	3	COc1cc(/C=C2/SC(=O)NC2=O)ccc1Oc1ccc([N+](=O)[O-])cc1[N+](=O)[O-]
10	-7	0.5	-8	-6	9	5	1	-5	O=[N+]([O-])c1cc(C(F)(F)F)ccc1Oc1cccnc1[N+](=O)[O-]
-1	2	-1.0	-7	-8	2	4	2	7	CCN(C(=O)COC(=O)/C=C/c1cccc([N+](=O)[O-])c1)c1ccccc1
1	-5	2.7	-5	1	7	-5	3	14	O=C(OCC(=O)N1CCN(c2ccccc2)CC1)c1ccc(Cl)cc1[N+](=O)[O-]

Assay outcomes: PubChem BioAssay, several laboratories
